# Assay outcomes from PubChem BioAssay.
# SIAE inh: human SIAE inhibitors, primary screen, biochemical, fluorescence polarization, FP-Rh probe, 1536-well HTS | Sialate O-acetylesterase (Homo sapiens), Q9HAT2 | SIAE FP-Rh probe binding | inhibition, % at 9.66 µM | 370,000 tested, 0.69% active;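 active = inhibition above a cutoff: mean of compounds within the control limits plus 3 SD of those, cut at about 17% in these data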;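 also: 0% = plate median of compound wells and 100% = probe without SIAE protein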
# UHRF1 binding: UHRF1 methylated DNA binding inhibitors, primary screen, counter-screen for MBD2 inhibitor project, biochemical, TR-FRET, human UHRF1, single concentration | E3 ubiquitin-protein ligase UHRF1 (Homo sapiens), Q96T88 | UHRF1 binding to methylated oligo | inhibition, % at 4.4 µM | 370,000 tested, 0.75% active | AID 687016, 2013; in the data active = inhibition above about 21%;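 also: UHRF1 SRA domain binding a hemimethylated CpG hairpin DNA probe; 0% = median of test compound wells and 100% = reference inhibitor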
# Target sequence (Q96T88 whole entry, looked up, the tested form may be a part): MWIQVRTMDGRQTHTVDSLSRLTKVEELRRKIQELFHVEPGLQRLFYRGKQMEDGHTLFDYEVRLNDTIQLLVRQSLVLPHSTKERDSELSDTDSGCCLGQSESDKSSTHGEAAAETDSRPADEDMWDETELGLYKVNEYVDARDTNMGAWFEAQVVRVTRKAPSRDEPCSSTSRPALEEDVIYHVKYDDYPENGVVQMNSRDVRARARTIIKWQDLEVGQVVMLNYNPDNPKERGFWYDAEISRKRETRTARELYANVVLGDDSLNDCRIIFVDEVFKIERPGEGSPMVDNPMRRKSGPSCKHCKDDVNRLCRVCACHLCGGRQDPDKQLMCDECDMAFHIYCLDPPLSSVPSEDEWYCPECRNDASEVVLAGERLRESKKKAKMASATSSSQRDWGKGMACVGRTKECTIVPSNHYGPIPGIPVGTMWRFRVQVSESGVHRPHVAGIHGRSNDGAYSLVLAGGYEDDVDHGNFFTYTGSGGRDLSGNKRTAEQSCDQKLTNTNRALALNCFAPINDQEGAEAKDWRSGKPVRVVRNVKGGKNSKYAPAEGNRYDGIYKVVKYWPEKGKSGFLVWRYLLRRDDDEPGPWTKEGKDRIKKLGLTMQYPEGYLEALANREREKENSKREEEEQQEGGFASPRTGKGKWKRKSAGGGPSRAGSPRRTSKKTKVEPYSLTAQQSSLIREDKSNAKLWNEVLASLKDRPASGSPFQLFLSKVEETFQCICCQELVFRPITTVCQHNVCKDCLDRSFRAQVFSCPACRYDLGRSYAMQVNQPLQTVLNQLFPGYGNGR
# HTRA1 inhibitor: HTRA1 serine protease inhibitors, primary screen, biochemical, fluorescence polarization, HTS. 340,000 tested, 0.5% active. recombinant HTRA1, FP-rhodamine activity-based probe. AID 504803, 2011. inhibition, % at 5.96 µM; in the data active = inhibition above about 36%;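 also: 0% = enzyme with DMSO and 100% = wells lacking enzyme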
# mABHD4 FP: ABHD4 inhibitors, primary screen, biochemical, fluorescence polarization, mouse; inhibition, % at 8.92 µM; 370,000 tested, 0.54% active; purified mABHD4, FP-Rh probe fluorescence polarization; AID 720543, 2013;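 active = inhibition exceeding the mean over every tested compound plus 3 SD, cut at about 30% in these data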;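 also: 0% = plate median of compound wells and 100% = S159A mutant with DMSO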
#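 Assay system: mABHD4 protein; medium: HEPES pH 7.0, NaCl, Pluronic buffer; dosing: 8.92 µM, single dose; schedule: 45 min + 60 min at 25 °C; signal: FP readout, ex 525 nm / em 598 nm; read-out: normalized percent inhibition of probe labeling; repeats: single replicate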
# TDP2 absorb: human TDP2 enzyme inhibitors, primary screen, biochemical, epi absorbance, recombinant enzyme | Tyrosyl-DNA phosphodiesterase 2 (Homo sapiens), O95551 | T5PNP hydrolysis, p-nitrophenol absorbance 415 nm | inhibition, % at 12.8 µM | 370,000 tested, 0.34% active;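 active = inhibition above the mean of all tested compounds plus 3 SD, set per campaign, cut at about 25% in these data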;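 also: 0% = DMSO with enzyme and 100% = buffer with substrate but no TDP2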
#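 System – recombinant human TDP2 · Amount – 120 nM TDP2 per well · Buffer or medium – Mg2+-containing Tris-HCl buffer, pH 7.5 · Reagent – T5PNP substrate, 5 mM · Dosing – 12.8 µM single point, 1% DMSO · Incubation – 2 h at 37 °C · Measured by – epi absorbance · Read-out basis – percent inhibition · Benchmarks – high control without enzyme, low control DMSO plus TDP2 · Repeats – singlicate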
# LEDGF integ inh: blockers of LEDGF/p75-dependent integrase strand transfer – biochemical, TR-FRET, high throughput, primary screen. HIV-1 integrase (with human LEDGF/p75). TR-FRET IN-LEDGF/p75 DNA integration, Eu/Cy5. inhibition, % at 3.7 µM. 370,000 tested, 0.64% active. AID 743269, 2014;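 active = inhibition above the screen-wide mean plus 3 SD, cut at about 13% in these data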;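 also: signal is the Cy5 over europium emission ratio at 671 and 618 nm; 0% = plate median of compound wells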
# TCR-CD3 inh: inhibitors of human TCR-CD3 interaction, primary screen, biochemical, fluorescence, TAMRA-labeled TCR probe | T-cell receptor (TCR) | inhibition, % at 9.4 µM | 360,000 tested, 0.37% active | AID 651800, 2012; in the data active = inhibition above about 19%;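 also: recombinant mutant TCR 2C K166C tagged with TAMRA read by polarization; 0% = receptor in buffer alone and 100% = receptor with positive control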
# DDE Tn7 FP inh: inhibitors of Tn7 peptide binding to fibrin DD(E), primary screen, biochemical, fluorescence polarization, human fibrin, Tn7 probe; FP displacement of FITC-Tn7 peptide from fibrin DD(E); 0% = median of compound wells per plate; Fibrinogen beta chain (Homo sapiens), P02675; 370,000 tested, 0.13% active; AID 720508, 2013; inhibition, % at 8.3 µM;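 active = inhibition above the mean of compounds falling within the control limits plus 3 SD of them, cut at about 14% in these data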;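 also: 0% = plate median of compound wells and 100% = 10 µM Aha-Tn7 peptide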
#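 Assay system: Fibrin-DD(E) protein isolated from polymerized human fibrin clots; read-out basis: percent inhibition; medium: Tris/NaCl/CaCl2 buffer, pH 7.8; signal: FP measurement; incubation: 10 min plus 3 h, room temperature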
# PG9 Ab binder: binders of HIV-1 gp120 antibody PG9, primary screen, biochemical, TR-FRET; HIV-1 gp120 / PG9 antibody interaction; TR-FRET gp120-PG9 antibody binding; inhibition, % at 6.7 µM; 360,000 tested, 0.43% active; AID 624416, 2012; in the data active = inhibition above about 8.5%
# PRMT1 inh: PRMT1 methyltransferase inhibitors, primary screen, biochemical, fluorescence polarization | Protein arginine N-methyltransferase 1 (Homo sapiens), Q99873 | recombinant PRMT1, activity-based probe fluorescence polarization | inhibition, % at 2.79 µM | 370,000 tested, 1.3% active | AID 652257, 2013;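 active = inhibition above about 21% made by adding two undisclosed values, limit read from the data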
# * marks the source's active call; other numbers are inactive results; nt = not tested or not shown. An unsorted share of the library; 4.2% or so of the library scored in one or more.
structure	SIAE inh	UHRF1 binding	HTRA1 inhibitor	mABHD4 FP	TDP2 absorb	LEDGF integ inh	TCR-CD3 inh	DDE Tn7 FP inh	PG9 Ab binder	PRMT1 inh
CCOc1ccc(CCN2C(=O)C(=O)N([C@@H](CC(C)C)CN3CCC[C@H]3CN3C(=O)C(=O)NC[C@@H]3CC(C)C)C[C@@H]2Cc2ccc(O)cc2)cc1	14	22*	nt	-1	-8	2	-5	1	-1.1	2
COC(=O)[C@@]12C[C@@H](CC(=O)N3CCOCC3)C(=O)N(Cc3ccc4c(c3)OCO4)C1=CCC(C)(C)C2	0	-1	nt	-4	-2	-8	1	6	0.5	-2
CCN(C(=O)COC(=O)c1ccccc1NCc1ccco1)c1c(N)n(Cc2ccccc2)c(=O)[nH]c1=O	0	0	-4	-8	-8	5	3	0	-0.5	-2
O=C(c1cc2ccccc2o1)N1CCOCC1	-9	1	-5	0	-12	1	3	-8	-0.9	1
CCN(CC(=O)Nc1c(F)cccc1F)C(=O)CCCc1c[nH]c2ccccc12	-2	5	-3	5	4	-5	-9	5	1.8	3
COc1ccc(CNC(=O)C(C)OC(=O)CCN2C(=O)C3CC=CCC3C2=O)cc1 (centres undefined)	-2	-1	-4	1	15	1	-1	-3	-1.6	-2
COc1ccc(C(CNC(=O)C(CCSC)NC(=O)c2ccccc2Cl)N2CCCCC2)cc1 (centres undefined)	-6	-1	8	2	-7	1	8	-5	-0.8	0
CC(=O)NC(CCS(C)(=O)=O)C(=O)Nc1cc(C)on1 (centres undefined)	-2	1	0	-8	-9	9	-9	5	2.4	-5
C[C@@H]1CC[C@@]2(O[C@@H](CCO)C[C@H](O)[C@H]2O)O1	-3	3	-4	1	-4	1	-4	3	1.3	1
Cc1nnc2sc(-c3ccc(NC(=O)CSc4ccc(Cl)cc4)cc3)nn12	-5	-4	-21	-9	5	-1	0	7	-0.4	3
COCCCNc1ccnc2c(Cl)cccc12	-3	2	-2	-3	-2	4	-4	2	0.1	-1
CCCCCCCCN1C(=O)[C@H](CC(=O)NCCCCc2ccccc2)C[C@@]2(C(=O)OCC)CCCC=C12	-1	2	nt	-2	-9	-3	-6	-3	-0.9	4
COc1ccc(Oc2nc(C)cc(C)c2S(=O)(=O)c2ccc(C)cc2)cc1	13	-3	-12	-25	-1	2	-5	1	0.6	-1
Brc1ccc2nc(C3CCCCC3)c(Cc3ccccc3)n2c1	6	7	nt	-10	6	2	-6	6	-3.0	7
C=CCC1c2cccc(C(=O)O)c2C(=O)N1c1ccc(F)cc1 (centres undefined)	-9	-3	1	1	0	2	-1	-4	-2.0	1
O=C(Nc1ccc(O)c2c(=O)cc(-c3cccc(Cl)c3)oc12)c1cccc(Cl)c1	-5	4	-8	1	-6	0	1	-11	2.7	-3
CN(C)S(=O)(=O)c1ccc(Cl)c(C(=O)Nc2ccc(S(=O)(=O)N3CCOCC3)cc2)c1	-1	2	-4	5	3	-5	-8	1	1.4	4
CC(C)Cn1c(N)c(C(=O)COC(=O)c2ccccc2C(=O)c2ccccc2)c(=O)n(C)c1=O	2	-3	-22	-6	0	2	-1	-2	1.3	-1
CN(C)CCC(=O)c1ccc2c(c1)OCO2	-5	-4	9	5	9	-3	3	-4	1.4	36*
Cc1ccc(C)c(S(=O)(=O)NCCOC(=O)Nc2sc(=S)n(C)c2C)c1	-8	4	3	-5	-1	-3	-7	8	-1.3	13
CCOC(=O)C(CC)c1cc2n(c(=O)c1C#N)CCC21OCCO1 (centres undefined)	-8	0	nt	-3	-13	4	2	-6	-0.6	0
COc1ccc(S(=O)(=O)N2CCc3ccccc32)cc1C(=O)NCC(c1ccco1)N1CCCC1 (centres undefined)	-4	3	-5	-4	-13	3	1	0	-1.7	-2
CCCC(=O)Nc1ccc2nc(SCC(=O)N3CCCC3)sc2c1	-2	0	-6	-5	-5	3	-11	-1	-0.1	5
O=C(COC(=O)c1ncc(Cl)c(Cl)c1Cl)NNC(=O)c1ccccc1	-4	1	-3	-2	0	-2	1	4	1.6	2
Cc1ccccc1CC1SC(N=C(N)N)=NC1=O (centres undefined)	-3	-2	3	3	-8	-3	12	5	-0.2	-1
CCc1nnc(NC(=O)Nc2ccc(Cl)cc2)s1	-6	0	3	-2	3	0	10	5	-0.8	2
O=C(Nc1nc2c(s1)CCCC2)c1ccc(N2C(=O)CCC2=O)cc1	0	-1	3	2	11	-1	0	-4	-2.5	1
COc1cc(/C=C2\Oc3cc(O)ccc3C2=O)ccc1O	-58	-12	-101	-25	-7	-3	-38	-3	-4.6	6
COC(=O)[C@@]12C[C@@H](CC(=O)N3CCC(c4ccccc4)CC3)C(=O)N(Cc3ccc4c(c3)OCO4)C1=CCC(C)(C)C2	-6	-1	nt	-3	4	-2	-2	-3	-1.4	-5
CCOC(=O)Nc1ccc2c(c1)nc(CN1CCOCC1)n2C	-2	1	0	3	-14	-2	2	-2	-3.7	-1
COc1ccc(-c2[nH]c(-c3ccc(C(=O)O)cc3)nc2-c2ccccc2)cc1	2	0	3	1	-1	3	1	3	0.2	0
Cc1ccc(OCC(=O)n2nc(C)cc2C)c(Br)c1	-1	3	3	2	0	-3	1	4	-0.3	3
Sc1ccccc1N=Cc1cccs1	5	3	-11	-2	4	1	1	4	1.1	1
CN(Cc1ccon1)C(=O)CCc1nnc(Cc2ccc(-c3ccccc3)cc2)o1	-2	-2	-4	0	1	0	3	4	-0.3	1
CC(=O)Oc1ccc2c(C)cc(=O)oc2c1C(=O)c1ccccc1	5	0	1	4	-5	3	3	-7	-2.4	1
CNC(=O)C1=C(C)Nc2nc3ccccc3n2C1c1ccc(F)cc1 (centres undefined)	5	-2	-2	-4	3	4	-2	-3	2.6	-6
CC1=C(C(=O)Nc2cccc(C(=O)NC3CCCC(C)C3C)c2)SCCO1 (centres undefined)	6	1	-5	5	-6	-10	-9	-8	-1.4	6
O=C(O)c1ccc(N/N=C/c2ccc(OC(=O)c3cccc(Cl)c3)cc2)cc1	16	2	-7	16	1	-1	-23	-2	-0.6	6
COc1cccc(C(NC(C)=O)c2nc(-c3cccc(C#N)c3)cs2)c1 (centres undefined)	-11	0	nt	-1	-10	1	-6	-9	0.6	-4
CC(=O)NC1=NN(C(C)=O)C(c2ccc(F)cc2)S1 (centres undefined)	8	-4	-2	-3	3	0	6	4	1.0	0
Cc1cc(O)c(C(C)C)cc1N=Cc1ccccc1[N+](=O)[O-]	9	-5	3	13	9	-2	-1	-5	-4.6	9
Cc1ccc(NC(=O)c2ncn(CC(=O)N[C@H](C)c3cccc4ccccc34)n2)cc1C	-4	1	-16	-11	-5	-1	5	-3	-1.4	-1
O=C(NCc1ccco1)c1nc2c(nnn2Cc2cccc(Cl)c2)c(=O)[nH]1	-3	3	-7	-7	-2	-1	1	4	3.2	4
CCOCCCn1c(SCC(=O)NC2CCCCC2)nc2ccccc2c1=O	2	0	-4	6	2	-5	-6	4	-1.2	3
COc1cc(C(=O)N2CCN(C(=O)C3CCCO3)CC2)cc(OC)c1OC (centres undefined)	4	1	11	-4	2	2	-5	3	-2.2	-2

# Nine compounds from above, sorted by SMILES length, lowest first:
structure	SIAE inh	UHRF1 binding	HTRA1 inhibitor	mABHD4 FP	TDP2 absorb	LEDGF integ inh	TCR-CD3 inh	DDE Tn7 FP inh	PG9 Ab binder	PRMT1 inh
Cc1ccc(OCC(=O)n2nc(C)cc2C)c(Br)c1	-1	3	3	2	0	-3	1	4	-0.3	3
CC(=O)NC1=NN(C(C)=O)C(c2ccc(F)cc2)S1 (centres undefined)	8	-4	-2	-3	3	0	6	4	1.0	0
CCOCCCn1c(SCC(=O)NC2CCCCC2)nc2ccccc2c1=O	2	0	-4	6	2	-5	-6	4	-1.2	3
Cc1cc(O)c(C(C)C)cc1N=Cc1ccccc1[N+](=O)[O-]	9	-5	3	13	9	-2	-1	-5	-4.6	9
COc1cccc(C(NC(C)=O)c2nc(-c3cccc(C#N)c3)cs2)c1 (centres undefined)	-11	0	nt	-1	-10	1	-6	-9	0.6	-4
CC1=C(C(=O)Nc2cccc(C(=O)NC3CCCC(C)C3C)c2)SCCO1 (centres undefined)	6	1	-5	5	-6	-10	-9	-8	-1.4	6
CN(Cc1ccon1)C(=O)CCc1nnc(Cc2ccc(-c3ccccc3)cc2)o1	-2	-2	-4	0	1	0	3	4	-0.3	1
O=C(O)c1ccc(N/N=C/c2ccc(OC(=O)c3cccc(Cl)c3)cc2)cc1	16	2	-7	16	1	-1	-23	-2	-0.6	6
COc1ccc(-c2[nH]c(-c3ccc(C(=O)O)cc3)nc2-c2ccccc2)cc1	2	0	3	1	-1	3	1	3	0.2	0

# (list continues)
structure	SIAE inh	UHRF1 binding	HTRA1 inhibitor	mABHD4 FP	TDP2 absorb	LEDGF integ inh	TCR-CD3 inh	DDE Tn7 FP inh	PG9 Ab binder	PRMT1 inh
COc1ccc(S(=O)(=O)N2CCOCC2)cc1NC(=O)c1cccc(-n2cccc2)c1	-3	7	-22	-5	14	8	1	2	-0.6	0
CC(C)(C)c1ccc(-c2nnc(SCC(=O)NCC3CCCO3)n2N)cc1 (centres undefined)	9	1	-1	8	-3	-3	-2	-3	2.5	5
O=C(NC(=O)c1ccccc1)Nc1ccccn1	-5	3	-8	-7	-4	-5	2	11	0.4	3
CCCCC(c1nnnn1CS(=O)(=O)c1ccc(C)cc1)N1CCN(c2ccccc2)CC1 (centres undefined)	-5	-1	-1	3	6	-2	7	-6	-0.6	0
